Lipid storage S3 – qHTS Assay for Lipid Storage Modulators in Drosophila S3 Cells. Drosophila S3 cells, BODIPY lipid droplet fluorescence, 18-24 h; cells fed with added oleic acid. Potency in µM for hits, for the others lipid storage change, negative = inhibition, % at the top dose, mostly 46.1 µM. actives 0.64% (n = 320,000); active means well fitted inhibition curve with a large enough effect in the signal ratio, with a control signal flat, not every such curve was filed as active; inconclusive means small, poorly fitted or top-dose-only effect, or effect the other way, or a change in a side signal; the % refers to the signal ratio
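Drosophila S3 cells loaded with oleic acid (400 uM, as added) and compounds at several concentrations; lipid droplets imaged by 488-nm laser-scanning cytometry, 500–530 nm intensity and object ratio to cell channel. Percent activity normalized to 20 uM Triacsin C.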
Lipid storage S3 cell count max – also measured in Lipid storage S3; calls as there; cell number change, %; measured here: cell count max response;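 cells counted by Cell Tracker Red CMTPX staining in the red channel; peak over a dose series mostly up to 46.1 µM; percent activity relative to internal control wells on each plate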
Active calls of the source: *; i = inactive; u = inconclusive; x = not tested or not shown; [ ] = dose if it differs, or a comment. On the % scale 0 is the no-effect control and ±100 the full control effect; potency means the concentration at half of the fitted maximal effect. An excerpt (hit frequency here may not be typical).

SMILES	Lipid storage S3	Lipid storage S3 cell count max
C[n+]1ccccc1COc1ccc(C(C)(C)C)cc1	u	x
O=[N+]([O-])c1ccc2[nH]c(O)c(N=NC3CS(=O)(=O)CC3O)c2c1 (stereo not given)	2%	15
CCN(CC)S(=O)(=O)c1ccc(NC2=NS(=O)(=O)c3ccccc32)cc1	u	x
CC1(C)C2CC=C(/C=N/NC(=O)c3ccc(Cl)cc3)C1C2 (stereo not given)	u	x
Cc1cc(C)nc(-n2nc(C)cc2NC(=O)c2cc(=O)c3ccccc3o2)n1	i	29
Oc1ccccc1N1CCN(C(c2ccccc2)c2ccccc2)CC1	22%	19
O=C(CCNS(=O)(=O)c1ccccc1F)N1CCN(Cc2ccccc2)CC1	i	x
COc1ccc(-n2nc(C(=O)NCC(=O)Nc3cc(C)ccc3OC)c3ccccc3c2=O)c(OC)c1	u	x
O=C(CCNC(=O)C1CCN(S(=O)(=O)c2ccc(F)cc2)CC1)NCc1ccncc1	u	x
COc1ccccc1CN1CC(C(=O)NCc2ccc(C)c(F)c2)CCC1=O (stereo not given)	u	x
CC(=O)/C(N=Nc1ccc(-n2ccc(C(F)(F)F)n2)cc1)=C(\C)O	2%	15
CCc1nnc(NC(=O)CSc2nc3ccc(OC)cc3[nH]2)s1	u	x
Nc1cccc2c1C(=O)N(CC(=O)NC13CC4CC(CC(C4)C1)C3)C2=O	u	x
OC(c1ccc(OCc2ccccc2)cc1)c1nnc(-c2ccccc2)o1 (stereo not given)	u	x
COc1ccc(CCC(=O)NCCc2ccc(Cl)cc2)cc1	u	x
CCCn1c(N)c(C(=O)CSc2nnc(C3CC3)n2Cc2ccccc2)c(=O)n(C)c1=O	u	x
COc1cccc(-c2nnc3n2N=C(c2cc(OC)ccc2OC)CS3)c1	-9%	-14
O=S(=O)(Nc1ncccn1)c1ccc(F)cc1	-7%	-10
CCN(CC)S(=O)(=O)c1ccc(C(=O)Oc2cc(C)[nH]c(=O)c2[N+](=O)[O-])cc1	-8%	-8
CC1CCN(S(=O)(=O)c2ccc(Cl)cc2)CC1	u	x
CC(C)Cn1cc(C(=O)NC2CCN(Cc3ccccc3)CC2)c2c3ccccc3n(C)c2c1=O	-18%	0
Cc1cccc(C(=O)NCC(=O)NC(C)c2ccc(-n3ccnc3)cc2)c1 (stereo not given)	u	x
CCOC(=O)NC(NC(=S)Nc1ccccc1OC)C(Cl)(Cl)Cl (stereo not given)	u	x
COc1cccc(C(=O)Nc2cccc(NC(=O)c3ccccc3Cl)c2)c1	u	x
CCN(CC(=O)NCc1ccc(F)cc1)Cc1nc2ccccc2c(=O)[nH]1	u	x
CCOCCn1c(CN2CCN(c3ccc(F)cc3)CC2)nc2c1c(=O)n(C)c(=O)n2C	u	x
COc1ccc(CNC(=O)CCSCc2ccccc2Cl)c(OC)c1	7%	-1
CCC(=O)c1cc(F)ccc1OCC(=O)Nc1ccc2c(c1)OCCO2	u	x
CCOC(=O)c1cccnc1NC(=O)c1ccncc1	22%	x
CCN(CC)CC(=O)N1CCCC(N2CCN(c3cccc(C(F)(F)F)c3)CC2)C1 (stereo not given)	12%	21
CNS(=O)(=O)c1cc(C(=O)NCc2ccco2)ccc1Cl	u	x
CCCC(=O)N(c1ccc(OCC)cc1)C1C=CS(=O)(=O)C1 (stereo not given)	-6%	4
CCc1ccc(S(=O)(=O)N2c3ccc(C)cc3C3CN(C)CCC32)cc1 (stereo not given)	u	x
COc1ccc(NC(=S)NC(NC(=O)CCl)C(Cl)(Cl)Cl)c([N+](=O)[O-])c1 (stereo not given)	7%	6
COc1ccc(Nc2nc(N3CCN(C)CC3)nc3ccccc23)c(OC)c1	u	x
CCn1c(SCC(=O)N2CCOCC2)nc2oc3c(Cl)cc(Cl)cc3c(=O)c2c1=O	-2%	0
Cc1c(C)c(C)c(CO/N=C/c2cccs2)c(C)c1C	2%	8
C=CCn1c(NC(=O)c2ccco2)nc2ccccc21	i	-21
CCOC(=O)C(=Nc1ccccc1)NO	u	x
COc1ccccc1NS(=O)(=O)c1ccc(C)c(NC(=O)c2ccc(S(=O)(=O)N3CCCCCC3)cc2)c1	u	x
O=C1C(NS(=O)(=O)c2cccs2)=C(N2CCN(Cc3ccccc3)CC2)C(=O)c2ccccc21	u	x
CCCC(c1nnnn1Cc1ccc(OC)cc1)N1CCC(C(N)=O)CC1 (stereo not given)	u	x
O=[N+]([O-])c1ccc(Cl)cc1CN1CCCCCC1	u	x
COc1ccc(CCn2c(-c3cccc([N+](=O)[O-])c3)nc3nc4ccccc4nc32)cc1OC	10%	-1
Brc1ccc(-c2nnc3sc(CN4CCC5(CC4)OCCO5)cn23)cc1	i	x
FC(F)(F)c1cc(-c2ccccc2)nc(NC2CCCC2)n1	u	x
COc1ccc(N2CC(O)=C(c3n(C)c4ccccc4[n+]3C)C2=N)cc1	u	x
Cc1cccc(C(C(=O)NC2CCCCC2)N(Cc2cccnc2)C(=O)c2csnn2)c1 (stereo not given)	u	x
CC(C)OC(=O)CC12CN3CN(C1)CC(CC(=O)OC(C)C)(C3)C2=O	3%	15
Cc1ccc(S(=O)(=O)N2CCN(C(=O)C3CC3C)CC2)c(C)c1 (stereo not given)	-16%[0.0737 µM]	-6
O=C(c1ccc(F)cc1)N1CCCCC(S(=O)(=O)c2ccccc2)C1=O (stereo not given)	11%	17
COC(=O)Nc1ccc(S(=O)(=O)Nc2ncccn2)cc1	-1%	-13
COCCn1c(=NC(=O)/C=C/c2ccccc2)sc2cc(NC(C)=O)ccc21	-7%	-18
Nc1ccn(CC(=O)NCc2ccc3c(c2)OCO3)c(=O)n1	3%	-9
COc1nn(CC(=O)N2N=C(C(F)F)CC2(O)C(F)F)cc1[N+](=O)[O-] (stereo not given)	9%	x
COc1ccc(-c2cc(C(F)(F)F)nc(SCC(=O)NCCN3CCOCC3)n2)cc1OC	1%	-4
CCCN1CCC(=O)N([C@H](CSc2ccccc2)CC(C)C)CC1	u	x
O=C(c1sc2ccccc2c1Cl)N(Cc1cccs1)C1CCS(=O)(=O)C1 (stereo not given)	i	22
O=c1ccc(NS(=O)(=O)c2ccccc2)cn1Cc1ccc(Cl)c(Cl)c1	-11%	3
CC1Sc2ccc(S(=O)(=O)CCC(=O)N(C)Cc3ccco3)cc2NC1=O (stereo not given)	-24%	20

The list continues:
SMILES	Lipid storage S3	Lipid storage S3 cell count max
CCOc1cc(C2C3=C(CC(C)(C)CC3=O)N(CCCOC)C3=C2C(=O)CC(C)(C)C3)ccc1O	u	x
CC(C)CNS(=O)(=O)c1cc2c3c(c1)CCC(=O)N3CCC2	i	-41
O=C(CN1C(=O)CSc2ccc(S(=O)(=O)N3CCOCC3)cc21)NCCCN1CCc2ccccc2C1	3%	20
CCOc1ccc(NC(=O)CN2C(=O)CSc3ccc(S(=O)(=O)N4CCOCC4)cc32)cc1	u	x
O=C(CCCc1c[nH]c2ccccc12)Nc1ccc(S(=O)(=O)Nc2ncccn2)cc1	-1%	24
COCc1ccc(C(=O)N2CCCC(Nc3ccc(F)c(F)c3)C2)s1 (stereo not given)	7%	x
Clc1ccc(CSc2cc3c(nn2)-c2ccccc2CC3)cc1	u	x
O=S(=O)(c1cccc2nsnc12)N1CCc2ccccc21	u	x
CCCc1ccc(C(=O)NNc2cccc(C)c2)cc1	2%	-3
CC(C)OCCCNC(=O)Cn1ncc2c(=O)oc3ccccc3c21	13%	2
COc1ccc(N2CCN(C(CNC(=O)C(=O)NCc3ccc4c(c3)OCO4)c3ccco3)CC2)cc1 (stereo not given)	u	x
CC1CCN(C(c2ccc(N(C)C)cc2)c2nnnn2Cc2ccc(F)cc2)CC1 (stereo not given)	u	x
COc1cccc(/C=N/Nc2nc3ccccc3n3cnnc23)c1	12%	4
O=C(CCC(=O)N/N=C/c1ccccc1O)NCc1ccccc1	-16%	-20
CC(C)(C)c1nc(CN2CCCCC2)cc(CN2CCCCC2)c1O	21µM*	-1.1*
CCc1nnc(NS(=O)(=O)c2ccc(N/C=C(\C=O)c3nc4cc(Cl)ccc4o3)cc2)s1	u	x
CCCNS(=O)(=O)c1ccc(N2CCCC2=O)c([N+](=O)[O-])c1	-5%	0
CCCC(=O)NC(=S)Nc1ccccc1OC	u	x
CCOc1cc(NC(=O)C2CC2)c(OCC)cc1NC(=O)CCn1nnc2ccccc21	20%	x
COc1cccc(C(=O)OC2CCN(C)CC2)c1	u	x
S=c1[nH]nc(COc2ccc(Cl)cc2)n1-c1ccc(Cl)cc1	13%	-16
CN(C)S(=O)(=O)c1ccc(NC(=O)COC(=O)CC2CC3CCC2C3)cc1 (stereo not given)	u	x
O=C1CC(c2ccc(Cl)cc2)CC(O)=C1C=NCCN1CCNCC1 (stereo not given)	u	x
CCOC(=O)C(NC(C)=O)C(=O)Nc1ccc(OC)cc1 (stereo not given)	2%	14
CCOc1ccc(NS(=O)(=O)c2ccc(-c3cnc(C4CC4)o3)cc2)cc1	u	x
Cc1ccsc1/C=N/NC(=O)c1ccc(-n2cccc2)cc1	-1%	28
COC(=O)c1c(C)nc2ccccc2c1-c1ccccc1	u	x
S=C(Nc1ccccc1)N1CCN(c2ccccn2)CC1	9%	x
CC1Cc2cc(S(=O)(=O)N3CCCCC3C)ccc2N1C(=O)C1CCC1 (stereo not given)	u	x
CC(=O)c1cccc(NC(=O)CSc2nc(C3CC3)nc3ccccc23)c1	u	x
COc1ccc(CC(=O)Oc2ccc(C#N)cc2)cc1	u	x
COc1ccc(C2CC(c3ccccc3)=NN2C(=O)COC(=O)c2ccc(S(C)(=O)=O)cc2)cc1 (stereo not given)	u	x
O=C(COC(=O)c1cncc(Br)c1)Nc1ccc(F)c(F)c1F	u	x
OCc1c(Cl)nc2ccccn12	u	x
CC(C)c1nc(CNC(=O)C2CCC(=O)N(CCc3cccc(F)c3)C2)cs1 (stereo not given)	u	x
CCC(C)NC(=O)CNC(=S)N(Cc1ccccc1)Cc1cccnc1 (stereo not given)	18%	-8
O=C(CSc1nc(-c2ccccc2)c(-c2ccccc2)o1)NC1CCS(=O)(=O)C1 (stereo not given)	u	x
OCCN(Cc1ccccc1)C(=S)Nc1ccc(Cl)cc1Cl	1%	-12
COc1ccc(-c2csc(-c3ccccc3)n2)c(OC)c1	u	x
Cc1ccc(-c2c(C)sc3nc[nH]c(=O)c23)cc1C	u	x
O=S(=O)(Cc1ccccc1Cl)N1CCCCC1	-16%	-14
Cc1nnsc1C(=O)N/N=C/c1ccc(OC(F)(F)F)cc1	u	x
COc1ccc(C2CC(=O)C(C=NCCN3CCNCC3)=C(O)C2)cc1OC (stereo not given)	u	x
CCCP(=O)(CC(=O)N(CC)CC)c1ccccc1 (stereo not given)	u	x
Cc1nn(-c2ccccc2)c2sc(C(=O)N(Cc3ccco3)C(C)C(=O)NC(C)(C)C)cc12 (stereo not given)	i	x
Cc1ccc(NS(=O)(=O)c2ccc(C(=O)N3CC(C)CC(C)C3)cc2)cc1 (stereo not given)	u	x
CC(=O)Nc1ccc(C2NC(=O)CCC2[N+](=O)[O-])cc1 (stereo not given)	u	x
O=c1[nH]c(Cc2ccc(Cl)cc2)nc2ccccc12	24%	19

Ordered by the number under Lipid storage S3 cell count max (ascending): some entries from above
mol	Lipid storage S3 cell count max
O=S(=O)(Cc1ccccc1Cl)N1CCCCC1	-14
OCCN(Cc1ccccc1)C(=S)Nc1ccc(Cl)cc1Cl	-12
O=c1[nH]c(Cc2ccc(Cl)cc2)nc2ccccc12	19

16 structures already listed, arranged by molecular weight, lowest first.
SMILES	Lipid storage S3	Lipid storage S3 cell count max
OCc1c(Cl)nc2ccccn12	u	x
COc1ccc(CC(=O)Oc2ccc(C#N)cc2)cc1	u	x
Cc1ccc(-c2c(C)sc3nc[nH]c(=O)c23)cc1C	u	x
O=c1[nH]c(Cc2ccc(Cl)cc2)nc2ccccc12	24%	19
O=S(=O)(Cc1ccccc1Cl)N1CCCCC1	-16%	-14
CC(=O)Nc1ccc(C2NC(=O)CCC2[N+](=O)[O-])cc1 (stereo not given)	u	x
CCCP(=O)(CC(=O)N(CC)CC)c1ccccc1 (stereo not given)	u	x
COc1ccc(-c2csc(-c3ccccc3)n2)c(OC)c1	u	x
OCCN(Cc1ccccc1)C(=S)Nc1ccc(Cl)cc1Cl	1%	-12
CCC(C)NC(=O)CNC(=S)N(Cc1ccccc1)Cc1cccnc1 (stereo not given)	18%	-8
CC(=O)c1cccc(NC(=O)CSc2nc(C3CC3)nc3ccccc23)c1	u	x
Cc1ccc(NS(=O)(=O)c2ccc(C(=O)N3CC(C)CC(C)C3)cc2)cc1 (stereo not given)	u	x
CC(C)c1nc(CNC(=O)C2CCC(=O)N(CCc3cccc(F)c3)C2)cs1 (stereo not given)	u	x
O=C(CSc1nc(-c2ccccc2)c(-c2ccccc2)o1)NC1CCS(=O)(=O)C1 (stereo not given)	u	x
Cc1nn(-c2ccccc2)c2sc(C(=O)N(Cc3ccco3)C(C)C(=O)NC(C)(C)C)cc12 (stereo not given)	i	x
COc1ccc(C2CC(c3ccccc3)=NN2C(=O)COC(=O)c2ccc(S(C)(=O)=O)cc2)cc1 (stereo not given)	u	x

(next part)
SMILES	Lipid storage S3	Lipid storage S3 cell count max
O=C(COC(=O)c1c2c(nc3ccccc13)CCN(Cc1ccccc1)C2)Nc1c(F)cccc1F	26%	x
C[n+]1ccc(/C=C/c2c[nH]c3ccccc23)cc1	4.1µM*	5.6*
CCC(Oc1ccccc1)C(=O)NCc1ccc(S(N)(=O)=O)cc1 (stereo not given)	u	x
O=C(CSc1nnc2ccc(-c3ccco3)nn12)Nc1ccccc1F	u	x
CCN1C(=O)[C@H]2[C@@H](c3ccc(-c4ccc(F)cc4)cc3)N3CCCC[C@@]3(C(=O)OC)[C@H]2C1=O	u	x
O=C(COc1ncnc2ccccc12)N1CCOCC1	u	x
Cc1cc(NC(=O)CCS(=O)(=O)c2ccc3c(c2)NC(=O)C(C)S3)ccc1Br (stereo not given)	-12%	1

Assay outcomes deposited in PubChem BioAssay by National Center for Advancing Translational Sciences (NCATS).
